# Coupling enz: counter-screen for Giardia aldolase inhibitors: coupling enzyme system; hit rate 0.67% among 290,000; activity change, negative = inhibition, % at 58.2 µM, hits read low; AID 2472; coupling enzyme system counterscreen, AmpLite Red fluorescence; in the data active means activity change below about -30%; further: on the % scale 0 is the no-effect control and ±100 the full control effect
#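 Counterscreen lacking aldolase: glyceraldehyde-3-phosphate coupling-enzyme reagent preincubated 10 min at RT with compound (at 57.5 uM final), then substrate/coupling system with AmpLite Red added; fluorescence read at 525/598 nm after 20 min RT.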
# KCNH2 3.1 block: inhibitors of human KCNH2 3.1 potassium channel isoform; hit rate 0.95% among 340,000; U2OS KCNH2 3.1, thallium flux FluxOr; stronger effect = lower value; activity change, % (tested at about 1.8 µM);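 active means maximum activity change below -70%; inconclusive means maximum activity change from -70% to -50%; inactive means maximum activity change above -50%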;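 further: thallium influx rate constant from kinetic fluorescence after stimulation buffer; on the % scale 0 is the no-effect control and ±100 the full control effect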
#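 Normalized rate constant (relative to positive and negative DMSO controls) derived from a 2 min kinetic fluorescence read after stimulation; U2OS cells expressing the 3.1 isoform via virus at 1.77 x 10^8 /mL.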
# Menin MLL FP TR: menin-MLL binding inhibition, Texas Red mutant peptide | O00255 | Menin + Texas Red MLL mutant peptide, fluorescence polarization | Potency, µM (highest dose often 61.6 µM), for inactives: at the highest dose FP activity change, negative = inhibition, hits mostly inhibitors | hit rate 0.23% among 270,000; active means well fitted inhibition curve with a large enough effect in the polarisation, with a control signal flat, not every such curve was filed as active; inconclusive means small, poorly fitted or top-dose-only effect, or effect the other way, or a change in a side signal; inactive means no such curve, though single readings can be large or run the other way; the % refers to the polarisation; further: potency means the concentration at half of the fitted maximal effect; % of control where 0% means no effect; many of its hits are not listed in these tables
# USP2a inh: blocks human ubiquitin-specific protease USP2a; Potency, µM (doses to about 38.3 µM), for the others: at the highest dose activity change, negative = inhibition, actives largely listed as inhibitors; O75604; AID 463254; USP2 core, Ub-CHOP2 coupled fluorogenic reporter, 485/531; hit rate 0.01% among 330,000;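 further: potency means the concentration at half of the fitted maximal effect; plate controls were DMSO wells for no effect and full inhibition by NEM control for full effect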
#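 Cell-free coupled assay: 10nM USP2 core preincubated 30min RT with compound in Tris-HCl pH 8.0/CaCl2/CHAPS buffer, then 25nM Ub-CHOP2 and 25nM reporter substrate; fluorescence (Ex 485/Em 531) read after 60min RT, normalized to NEM inhibition, concentration-response curves fitted.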
# KCNH2 WT inh: inhibitors of human wildtype KCNH2 potassium channel; Q12809; U2OS, BacMam KCNH2, thallium flux FluxOr; stronger effect = lower value; activity change, % at 1.84 µM; hit rate 0.37% among 340,000; AID 720551;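 active means maximum activity change below -70%; inconclusive means maximum activity change between -70% and -50%; inactive means maximum activity change above -50%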; further: on the % scale 0 is the no-effect control and ±100 the full control effect
# Target sequence (Q12809 whole entry, looked up): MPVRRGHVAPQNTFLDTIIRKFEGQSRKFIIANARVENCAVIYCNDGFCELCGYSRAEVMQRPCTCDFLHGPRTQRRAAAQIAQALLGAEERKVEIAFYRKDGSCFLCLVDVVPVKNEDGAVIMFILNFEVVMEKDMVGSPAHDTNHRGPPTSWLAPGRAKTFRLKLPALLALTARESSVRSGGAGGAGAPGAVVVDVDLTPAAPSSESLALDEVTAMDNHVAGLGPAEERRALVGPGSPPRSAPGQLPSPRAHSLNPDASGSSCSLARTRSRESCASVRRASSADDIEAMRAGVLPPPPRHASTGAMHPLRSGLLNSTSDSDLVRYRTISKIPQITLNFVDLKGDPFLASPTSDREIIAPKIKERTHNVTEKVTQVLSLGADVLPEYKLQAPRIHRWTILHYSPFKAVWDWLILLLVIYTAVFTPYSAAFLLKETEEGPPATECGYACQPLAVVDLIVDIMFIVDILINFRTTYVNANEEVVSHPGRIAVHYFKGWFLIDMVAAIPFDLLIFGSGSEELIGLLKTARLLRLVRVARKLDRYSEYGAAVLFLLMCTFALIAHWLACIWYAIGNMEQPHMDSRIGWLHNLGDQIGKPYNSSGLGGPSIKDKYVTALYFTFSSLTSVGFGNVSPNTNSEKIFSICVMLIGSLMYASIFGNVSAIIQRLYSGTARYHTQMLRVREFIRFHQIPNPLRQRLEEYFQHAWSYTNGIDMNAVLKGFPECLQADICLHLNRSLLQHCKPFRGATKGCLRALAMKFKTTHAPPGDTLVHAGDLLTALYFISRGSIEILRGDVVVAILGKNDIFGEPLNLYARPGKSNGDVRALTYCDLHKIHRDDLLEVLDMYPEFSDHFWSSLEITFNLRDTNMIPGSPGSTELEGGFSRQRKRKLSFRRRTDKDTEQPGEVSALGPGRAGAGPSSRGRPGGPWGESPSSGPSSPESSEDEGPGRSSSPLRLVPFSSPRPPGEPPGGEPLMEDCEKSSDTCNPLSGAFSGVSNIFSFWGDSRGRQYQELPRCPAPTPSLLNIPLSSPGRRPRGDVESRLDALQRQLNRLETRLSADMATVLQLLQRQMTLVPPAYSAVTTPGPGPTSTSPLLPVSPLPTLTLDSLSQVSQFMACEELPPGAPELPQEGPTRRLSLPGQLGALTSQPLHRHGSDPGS
#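 U2OS cells transduced with wild-type KCNH2 virus are loaded with FluxOr dye for 45 min, and thallium flux is measured in kinetic reads before and after stimulation buffer. Rate constants are normalized to DMSO controls.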
# GALK inh: inhibitors of human galactokinase; P51570; Purified GALK, Kinase-Glo residual ATP luminescence; Potency, µM (series often up to 57.5 µM), without a hit: top-dose activity change, negative = inhibition, hits mostly inhibitors; hit rate 0.007% among 270,000; further: potency means the concentration at half of the fitted maximal effect; on the % scale 0 is the no-effect control and ±100 the full control effect
#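 Quantitative HTS: GALK 5 nM, ATP 35 uM, galactose 100 uM, 1 h room temperature, then luciferase-based ATP detection.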
# Giardia kill: Giardia lamblia killing; Giardia lamblia trophozoite viability; activity change, % at 7.66 µM, hits read low; hit rate 0.15% among 340,000; AID 540267; in the data active means activity change below about -80%; inconclusive means between about -30% and that limit;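 further: parasites exposed to compound for two days anaerobically before the ATP read; on the % scale 0 is the no-effect control and ±100 the full control effect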
#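 Anaerobic 48 hrs incubation at 37 deg C of 100 trophozoites/well with test compounds; ATPLite 1-Step luminescence, 15-30 min RT, reports cellular ATP as viability.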
# TRPV1 agonist: human TRPV1 agonism; Q8NER1; TRPV1-expressing cells, Fluo-8 calcium influx, agonist mode; hit rate 0.19% among 320,000; activation, % at 8.33 µM; in the data active means activation above about 80%; inconclusive means between about 30% and that limit; further: 0% is about no effect
#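 Cells expressing TRPV1 were dye-loaded with Fluo-8 and read kinetically: 10 s baseline, 3 min after compound (agonist portion), then 2 min after EC20 capsaicin (allosteric enhancer portion). Calcium-bound dye fluorescence at 480/520 nm.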
# PKM2 act: activators of human pyruvate kinase M2; P14618; purified PKM2, Kinase-Glo ATP luminescence, activation; response scale: 0% is enzyme alone, no compound; Potency, µM (highest dose often 57.5 µM), for the others: top-dose activation, actives largely listed as activators; hit rate 0.34% among 260,000; AID 1631; further: potency means the concentration at half of the fitted maximal effect; on the % scale 0 is the no-effect control and ±100 the full control effect; nearly all actives have a fitted effect of over 55% in size
#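 Kinase-Glo luminescence reports ATP generated from ADP (0.1 mM) and PEP (0.5 mM) by purified hPK-M2 after 1 h at room temperature, pH 7.2 imidazole buffer; intermediate enzyme activity allows detecting inhibitors and activators.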
# B2AR arrestin: agonists driving beta-arrestin recruitment to human beta2-adrenergic receptor. P07550. beta-arrestin recruitment to beta2AR, cell-based reporter. Potency, µM (highest dose often 46.1 µM), for the others: top-dose activation, most hits filed as activators. hit rate 0.02% among 330,000. AID 492947;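 further: potency means the concentration at half of the fitted maximal effect; 0% = DMSO controls and full agonism = EC100 isoproterenol or metaproterenol; nearly all actives have a fitted effect of over 65% in size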
# MLL CXXC-DNA inh: MLL CXXC-DNA interaction inhibition; Q03164; hit rate 0.037% among 290,000; Potency, µM (series often up to 115 µM), for the others: at the top dose activity change, negative = inhibition, most hits filed as inhibitors; MLL-CXXC / FITC-HOXA9 DNA fluorescence polarization; active means well fitted inhibition curve with a large enough effect in the polarisation, with a control signal flat, not every such curve was filed as active; inconclusive means small, poorly fitted or top-dose-only effect, or effect the other way, or a change in a side signal; inactive means no such curve, though single readings can be large or run the other way; the % refers to the polarisation; further: potency means the concentration at half of the fitted maximal effect
#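 Purified MLL-CXXC (added from a 7 uM solution) was preincubated 5 min at ambient with pinned compounds in 50 mM Tris-HCl pH 7.5, 50 mM NaCl, 1 mM DTT, 0.05% BSA. Fluorescein-labeled HOX-A9 DNA (50 nM solution) followed, 30 min, then polarization read.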
# Active calls of the source: *; i = inactive; ? = inconclusive; nt = no result given; [ ] = remark or other dose. Unless noted, the call rests on the fitted dose curve; in most records, active means well fitted curve in the direction sought with a large enough effect; inconclusive means small, poorly fitted or top-dose-only effect, or another doubt; inactive means no such curve, though single readings can be large; an effect the other way counts as inactive or inconclusive. A portion of the library; rates above refer to the full screens.
SMILES,Coupling enz,KCNH2 3.1 block,Menin MLL FP TR,USP2a inh,KCNH2 WT inh,GALK inh,Giardia kill,TRPV1 agonist,PKM2 act,B2AR arrestin,MLL CXXC-DNA inh
O=C(Nc1ccc(Cl)cc1F)c1cc(S(=O)(=O)N2CCCCC2)ccc1F,2,-4,0%,0%,6,nt,6,15,3%,-1.8%,3%
COc1ccccc1-c1nn(Cc2ccccc2)cc1C(=O)NCC(c1ccco1)N1CCCC1 (stereo not given),nt,-9,nt,4%,13,nt,-19,2,nt,4.4%,nt
CCOC(=O)N1CCN(C(=O)c2ccc3c(=O)n(CCc4ccc(OC)c(OC)c4)c(=O)[nH]c3c2)CC1,nt,11,nt,4%,-10,7%,1,3,nt,0.1%,-4%
Cn1c(N)c(C#N)c2c(c1=S)CSC(C)(C)C2,-25,8,-11%,2%,-2,4%,-22,-1,0%,-0.2%,0%
CCOC(=O)Cn1c(=O)oc2ccc(C)cc21,-3,-12,-14%,1%,-6,-1%,0,4,0%,-0.2%,1%
O=C1c2cccc([N+](=O)[O-])c2C(=O)N1c1ccccc1,6,17,-5%,3%,6,nt,0,8,-7%,-0.2%,14%
COc1cccc(OCC(O)CN2CCc3ccccc3C2)c1 (stereo not given),nt,-7,nt,1%,1,1%,-20,2,nt,-0.4%,-5%
Cc1cccnc1NC(=O)c1sc2ccccc2c1Cl,nt,-5,nt,-2%,-6,1%,-9,16,-1%,-0.3%,4%
COc1ccc(N(C(=O)Cc2cccs2)C(C(=O)NC2CCCCC2)c2cccn2C)cc1OC (stereo not given),0,-2,1%,2%,-20,0%,-11,3,0%,0.1%,-5%
CC1Cc2ccccc2N1C(=O)C12CCC(C)(C(=O)C1)C2(C)C (stereo not given),0,-2,-19%,3%,-6,-3%,-14,19,8%,-0.4%,5%
O=C(NCCO)c1nc(NCCO)c2ccccc2n1,3,-5,1%,2%,24,1%,4,4,15%,-0.6%,1%
CCCCN(CC)CCCNC(=O)CS(=O)(=O)Cc1nc(-c2cccc(OC)c2)oc1C,3,nt,-18%,-1%,-3,3%,10,-2,-1%,-0.1%,-2%
Cc1ccc(NC(=O)COC(=O)COc2cccc3c2OC(C)(C)C3)cc1S(=O)(=O)N1CCOCC1,nt,6,nt,-2%,20,nt,22,-4,nt,-0.2%,nt
CCCCSc1nnc(-c2c[nH]c3ccccc23)n1C,3,0,-1%,1%,4,1%,0,1,3%,0.2%,12%
Cc1n[nH]c(C)c1CCC(=O)N/N=C/c1c[nH]c2ccccc12,2,2,nt,3%,-3,nt,1,0,2%,-0.8%,-3%
Nc1nc(NC(=O)Cc2ccccc2)nn1-c1ccccc1,4,-3,-7%,1%,-5,-2%,11,2,1%,0.2%,-4%
CN(Cc1ccccc1)c1nc2c(c(=O)[nH]c(=O)n2C)n1CCOc1ccccc1,0,4,-1%,-6%,0,4%,-3,28,0%,-0.3%,10%
CCCc1cc(=O)[nH]c(SCC(=O)Nc2cc(S(=O)(=O)N(CC)c3ccccc3)ccc2Cl)n1,nt,-1,nt,0%,0,nt,-16,nt,nt,-2.1%,nt
COc1ccc(S(=O)(=O)N2CCN(Cc3cccc(OC)c3)CC2)cc1,0,-2,-1%,1%,14,-3%,-15,18,-6%[11.5 µM],0.5%,1%
CCN(CC)CCNS(=O)(=O)c1ccc2[nH]cc(C(=O)O)c(=O)c2c1,-1,-6,-11%,1%,-25,-1%,-20,-7,2%,-0.3%,-9%
O=C(CCS(=O)(=O)c1ccc(Br)cc1)NC1CCCC1,1,1,6%,3%,7,2%,8,-2,-3%,-0.8%,-9%
CCOCCCN(CCC#N)S(=O)(=O)c1ccc(S(=O)(=O)N2CCCC2)cc1,1,-8,4%,-2%,-82*,-4%,4,1,0%,-0.3%,-1%
Cc1ccnc(SCC(=O)O)n1,4,-4,0%,-2%,2,7%,7,-2,-3%,0.2%,5%
COc1ccccc1NC(=O)NCCCl,2,-9,6%,4%,-9,1%,9,-1,-17%,-1.1%,13%
CSCCC(NC(=O)c1ccc([N+](=O)[O-])cc1Cl)C(=O)OCC(=O)N1CCN(C(C)=O)CC1 (stereo not given),nt,9,nt,1%,-8,nt,-16,0,nt,-0.2%,nt
Cc1cc(C)c(C(=O)CN2C(=O)NC3(CCCCCC3)C2=O)cc1C,-1,-1,-15%,1%,-3,3%,-14,7,-1%,-0.1%,0%
CC(C)NC(=O)Nc1ccc2c(c1)C(=O)N([C@H](C)CO)C[C@H](C)[C@@H](CN(C)C(=O)Nc1ccc(C(F)(F)F)cc1)O2,nt,2,nt,-3%,0,nt,11,nt,nt,-0.6%,nt
Cc1ccc(C(=O)Nc2ccc(Cl)cn2)cc1,-4,-12,5%,1%,-16,5%,-12,?,-13%,0.0%,17%
COc1ccc(/C=C2\CCc3ccccc3C2=O)cc1Cn1cccn1,-8,2,?,-6%,-5,-2%,28,?,0%,0.0%,8%
O=C(O)c1cccc(NC(=O)c2ccc3c(c2)C(=O)N(CC2CCCO2)C3=O)c1 (stereo not given),3,-17,0%,2%,-1,4%,-7,-1,-10%,-0.2%,-20%
Cc1cccc(C)c1NC(=O)CNC(=O)C(C)N1CCN(c2cccc(Cl)c2)CC1 (stereo not given),nt,3,nt,0%,-14,nt,-16,-7,nt,0.0%,nt
CCCN1CCC(NC(=S)Nc2ccc(OC)c(OC)c2)CC1,2,-13,-13%,-2%,14,3%,3,-3,2%,0.2%,10%
O=C(COC(=O)CCC(=O)c1ccc(Cl)cc1)NCc1ccco1,-2,2,?,-6%,5,7%,-4,-4,0%,-0.1%,-16%
CCOC(=O)[C@@H]1[C@H]2COc3ccccc3[C@@H]2N2C(=O)N(c3cccc(Cl)c3)C(=O)[C@]12C,-1,13,4%,-3%,0,nt,-1,29,-4%,0.4%,10%
COc1ccc(C)cc1NC(=O)CNC(c1ccccc1)c1ccccc1,-3,28,?,-2%,-2,2%,-12,?,nt,-0.8%,2%
COc1ccc(N2CCN(C(=S)NC(=O)c3cccs3)CC2)c([N+](=O)[O-])c1,2,-20,?,1%,-13,1%,2,15,-32%,0.0%,10%
CC(OC(=O)c1ccccc1NS(=O)(=O)c1cccc(C(F)(F)F)c1)C(=O)N(C)Cc1ccccc1 (stereo not given),-1,-2,3%,1%,i,1%,15,8,-8%,0.0%,6%
O=C(CSc1ncnc2c1cnn2-c1ccccc1)NC1CCS(=O)(=O)C1 (stereo not given),nt,-4,nt,5%,-4,nt,-11,2,nt,-0.1%,nt
O=S(=O)(NCc1ccccc1Cl)c1ccc(-n2cccn2)cc1,nt,-9,nt,0%,20,2%,7,0,nt,0.3%,23%
CCOC(=O)c1ccc(NC(=O)c2cc(F)c(F)cc2Cl)cc1,-1,-36,14%,3%,-9,-2%,3,20,-10%,-0.1%,6%
CCOC(=O)N1CCN(C(=O)C(CC(C)C)NS(=O)(=O)c2ccc(C)cc2)CC1 (stereo not given),nt,-9,nt,-1%,-3,nt,1,1,nt,-0.1%,nt
Cc1ccc(NC(=O)CCN2C(=O)C3CC=CCC3C2=O)cc1Cl (stereo not given),nt,4,nt,1%,1,nt,15,?,nt,0.1%,nt
O=C(NCCc1nc2ccc(Cl)cc2[nH]1)C1CCC(=O)N(Cc2cccc(F)c2)C1 (stereo not given),nt,-3,nt,0%,-10,0%,-3,1,?,-0.3%,0%
Oc1ccc(NCc2ccccc2OCc2ccccc2F)cc1,-52*,-4,?,-1%,4,4%,-6,19,?,5.9%,-13%
CN(C)CC(=O)N1CCc2ccccc2C1,-1,13,17%,-1%,0,7%,6,-1,0%,0.0%,8%
COC(=O)C1=C(N)OC2=C(C(=O)CC(C)(C)C2)C1c1ccccc1OCC#N (stereo not given),6,6,-9%,2%,-2,-2%,8,1,1%,-0.1%,-2%
O=C(CCCCCN1C(=O)CCC1=O)Nc1ccc(Br)cc1F,4,13,9%,2%,2,-7%,-2,0,2%,-0.1%,1%
CCOC(=O)c1c(NC(=O)C(=O)N/N=C/c2ccc(O)c(OC)c2)sc2c1CCCCC2,-1,-17,13%,-13%,-7,0%,1,30,10%,-0.2%,9%
O=C1C2CCCN2C(=O)N1CCCCN1CCN(c2ccc(F)cc2)CC1 (stereo not given),1,11,0%,2%,14,2%,7,-2,11%,-0.8%,1%
COc1cc2c(N3CCOCC3)cc(O)c(CC(=O)Nc3ccccc3)c2cc1OC,-20,-9,1%,0%,-3,1%,6,-2,-2%,0.1%,12%
CCN1CCN(C(c2ccccc2)c2sc3nc(C)nn3c2O)CC1 (stereo not given),3,7,nt,-5%,-8,0%,-23,-4,3%,0.4%,8%
COc1cccc(C(=O)/C(C#N)=N/Nc2cccc(-c3ccnc(C)n3)c2)c1,6,5,nt,0%,3,-7%,?,1,-5%,0.1%,16%
